# Bioassay records: PubChem BioAssay, The Scripps Research Institute Molecular Screening Center
# TEAD-YAP block: TEAD-YAP interaction inhibition, primary screen, TEAD-YAP interaction inhibitor project, luminescence, HEK-TIYL cells. TEAD-Gal4/YAP UAS-luciferase luminescence. inhibition, % at 9.12 µM. 640,000 compounds, 1.4% hits; in the data active = inhibition above about 32%;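 note: 0% = median of test compound wells and 100% = reference inhibitor wells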
# MITF inh: MITF inhibitors, primary screen, biochemical, AlphaScreen, human. 650,000 compounds, 0.91% hits. AID 1259374, 2018. AlphaScreen MITF homodimerization, bead proximity signal. inhibition, % at 2.6 µM; in the data active = inhibition above about 50%;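 note: 0% = vehicle wells with protein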
# Target sequence (O75030 whole entry, looked up): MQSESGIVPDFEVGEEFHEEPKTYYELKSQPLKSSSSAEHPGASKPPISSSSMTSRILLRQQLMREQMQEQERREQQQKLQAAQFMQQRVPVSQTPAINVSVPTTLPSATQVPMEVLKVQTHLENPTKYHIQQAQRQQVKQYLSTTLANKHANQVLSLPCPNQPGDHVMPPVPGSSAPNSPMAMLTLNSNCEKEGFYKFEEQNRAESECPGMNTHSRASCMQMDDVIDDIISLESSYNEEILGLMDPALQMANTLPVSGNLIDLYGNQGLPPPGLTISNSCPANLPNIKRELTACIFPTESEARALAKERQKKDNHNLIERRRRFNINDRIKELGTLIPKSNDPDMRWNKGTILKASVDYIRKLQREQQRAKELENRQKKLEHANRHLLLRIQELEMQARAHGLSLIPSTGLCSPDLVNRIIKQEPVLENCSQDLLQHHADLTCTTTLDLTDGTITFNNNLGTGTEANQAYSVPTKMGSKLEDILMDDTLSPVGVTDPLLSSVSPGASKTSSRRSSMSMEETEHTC
# FBW7 activator: FBW7 E3 ligase activators, primary screen, biochemical, AlphaScreen, human; 650,000 compounds, 0.13% hits; AID 1259310, 2017; F-box/WD repeat-containing protein 7 (Homo sapiens), Q969H0; AlphaScreen FBW7–phospho-cyclin E peptide binding, activator screen; normalized activity (activation), % at 26.1 µM; in the data active = normalized activity above about 1.9%;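 note: purified mutant Fbw7 with reduced substrate affinity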
# GPR151 activ: activators of human GPR151, primary screen, cell-based, PathHunter beta-arrestin, luminescence | G-protein coupled receptor 151 (Homo sapiens), Q8TDV0 | PathHunter beta-arrestin GPR151 cells | activation, % at 11.2 µM | 650,000 compounds, 1% hits | AID 1508602, 2020; in the data active = activation above about 4.9%;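 note: 0% = median of compound wells and 100% = cells with positive control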
# Target sequence (Q8TDV0 whole entry, looked up): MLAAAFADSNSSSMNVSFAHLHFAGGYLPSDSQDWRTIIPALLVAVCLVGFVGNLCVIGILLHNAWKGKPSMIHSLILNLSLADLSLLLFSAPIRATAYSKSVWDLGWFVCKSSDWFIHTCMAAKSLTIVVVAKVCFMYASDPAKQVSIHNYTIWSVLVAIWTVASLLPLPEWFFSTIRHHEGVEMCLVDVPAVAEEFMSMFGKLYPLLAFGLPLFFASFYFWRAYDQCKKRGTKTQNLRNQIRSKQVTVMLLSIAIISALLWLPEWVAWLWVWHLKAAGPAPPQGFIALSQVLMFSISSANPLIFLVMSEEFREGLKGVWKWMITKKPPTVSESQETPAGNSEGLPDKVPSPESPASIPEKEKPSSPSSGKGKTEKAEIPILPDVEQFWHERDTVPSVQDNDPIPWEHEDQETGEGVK
# The depositor's hits bear a star; & = joins results of further samples.
SMILES,TEAD-YAP block,MITF inh,FBW7 activator,GPR151 activ
O=C(CCc1ccco1)N1CCC(c2ccncc2)CC1,-11,3,-0.1,-1.3
O=Cc1cc([N+](=O)[O-])ccc1N1CCCCC1,13,14,0.1,2.4
CCCNC(=O)c1cc(N2CCCC(C(=O)N(CC)CC)C2)nc2ccccc12 (stereo not drawn),-4,-2,0.0,-1.5
C/C(CC(=O)Nc1ccc(F)cc1F)=N\NC(=O)COc1ccc(Br)cc1,-11,-16,0.2,0.7
CCCCC1=NN2C(=N)/C(=C/c3ccc(OCCOc4ccccc4C)cc3)C(=O)N=C2S1,0,0,0.2,-1.4
O=C(CNC(=O)c1cn(-c2ccccc2)nc1-c1ccc(Br)cc1)c1ccccc1,-4,-7,0.0,0.1
NC(N)=N/N=C/c1c(Cl)cccc1Cl,3,19&-6&-3,0.5&-0.1&0.0,2.0&0.2&-0.7
COC(=O)c1ccc2c(c1)N(Cc1c(C)noc1C)C(=O)C(F)(F)O2,-12,2,0.1,-0.6
CC(C)CC(=O)Nc1nnc(C(C)C)s1,-13,-13,-0.5,-1.1
CCOc1ccc(-c2nnc(N(CC(C)C)C(=O)CC)s2)cc1,-11,-2,0.1,0.7
Cc1ccc(S(=O)(=O)N(CC(O)Cn2c3ccc(Cl)cc3c3cc(Cl)ccc32)c2ccccc2C)cc1 (stereo not drawn),4,-6,-0.1,1.5
Nn1c(SCC(=O)Nc2ccc3c(c2)OCCO3)nnc1-c1ccccn1,4,15,-0.5,-0.5
CC(=O)Nc1ccc(S(=O)(=O)NC2CC(=O)N(c3ccc(C)c(C)c3)C2)cc1 (stereo not drawn),2,9,0.1,0.9
CC1Cc2ccccc2N1C(=O)CSc1nnc(-c2ccc3c(c2)OCO3)n1C (stereo not drawn),19,9,0.4,-1.0
Cc1ccc(-n2c(SCC(=O)N3CCCC3)nc3c(sc4ccccc43)c2=O)cc1,1,5,0.1,-0.2
COc1cccc(CNC(=O)CCC2CCCN(C(=O)Nc3cc(C)ccc3OC)C2)c1 (stereo not drawn),-3,6,-0.1,-0.5
O=C(CSc1nc2c(sc(=S)n2CCc2ccccc2)c(=O)n1C1CCCCC1)c1ccccc1,0,2,0.1,1.3
CC(=O)ON1C(=O)c2cccc3cc([N+](=O)[O-])cc(c23)C1=O,7,6,-0.1,0.7
COc1cc(C)c(C)cc1S(=O)(=O)NCC(c1ccc(N(C)C)cc1)N1CCN(C)CC1 (stereo not drawn),5,-1,-0.1,-2.1
CCc1nc(SCC(=O)Nc2ccc(OC)cc2)c2c3c(sc2n1)COC(C)(C)C3,15,-4,-0.2,0.5
CCCCSc1nnc2c3ccccc3n(C)c2n1,-15,8,0.0,1.6
O=c1c2c3c(sc2n2c(SCc4ccc5c(c4)OCO5)nnc2n1C1CCCCC1)CCCC3,4,4,0.9,-0.8
COc1ccc(C(=O)COC(=O)C(Cc2ccccc2)N2C(=O)C3C4C=CC(C5CC45)C3C2=O)cc1 (stereo not drawn),0,2,0.0,-0.5
COC(=O)N(NC(=O)C(O)(C(C)C)C(C)C)c1ccccc1,-1,5,0.5,-0.2
CC(C)CC(=O)Nc1ccc(C(=O)COc2cc(F)ccc2[N+](=O)[O-])cc1,4,12,0.0,-1.4
Cc1nc2c(-c3ccccc3)c(C)nn2c(C)c1CC(=O)N1CCCCCC1,0,0,0.2,1.5
O=C1C(=O)N(Cc2ccccc2Br)c2ccccc21,11,13,-0.1,-0.3
O=C(CCC(=O)NN1C(=O)c2ccccc2C1=O)Nc1ccc(Cl)cc1Cl,11,11,0.2,1.4
Cc1ccc2c(c1)cc(CN(Cc1ccco1)C(=O)NCc1ccccc1)c1nnnn12,5,-13,-0.2,0.8
CCOc1ccc(CNC(=O)c2cc(=O)[nH]c3ccccc23)cc1,-8,4,0.1,5.0*
COc1ccccc1C(=O)NCC1CCCO1 (stereo not drawn),-12,4,-0.2,3.7
COc1ccc(C2CC(=O)C3=C(C2)NC(C)=C(C(=O)OC(C)C)C3c2cc(Cl)c(O)c(OC)c2)cc1 (stereo not drawn),8,-8,0.4,1.5
O=C(Nc1cc(-c2nc3ccccc3o2)ccc1Cl)c1cc2ccccc2o1,-2,0,0.0,-0.1
CSc1cccc(NC(=O)C2C3C=CC4(O3)C2C(=O)N(CCc2ccc(Cl)cc2)C4C(=O)NC2CCCC(C)C2C)c1 (stereo not drawn),0,-4,-0.1,-0.9
O=c1c2sccc2nc(SCc2nc3ccccc3[nH]2)n1-c1ccccc1,-8,7,0.7,-0.5
CC(=O)N1CCN(c2ccc(NC(=O)c3cc(Cl)ccc3Cl)cc2)CC1,14,-5,-0.1,-0.5
CS(=O)(=O)N1CCN(S(=O)(=O)c2ccc(F)cc2)CC1,9,-7,0.0,-0.4
Oc1ccc(Nc2nc(-c3ccccc3)cs2)cc1,-70,-5,-0.3,-0.9
Cc1nn(-c2ccccc2)c(C)c1C(=O)OCC#N,-24,-4,-0.2,0.6
CCN(CCNCc1c(C(=O)O)n(C)c2ccccc12)c1ccccc1,11,12,0.3,-0.3
S=C(N=P(c1ccccc1)(N1CCOCC1)N1CCOCC1)N1CCOCC1,0,7,0.1,-1.6
COC(=O)c1ccccc1-n1c(C)cc(C=C2C(=O)NC(=O)NC2=O)c1C,6,19,-0.6,0.8
Cc1cc(C(=O)COC(=O)c2cc(=O)c3ccccc3o2)c(C)n1Cc1cccs1,2,3,-0.1,-0.7
Cc1ccc(C(c2nnnn2Cc2cccs2)N2CCN(C(=O)c3ccco3)CC2)cc1 (stereo not drawn),-1,4,0.0,-1.1
C=CCOC(=O)COc1ccc2cc(-c3ccccc3)c(=O)oc2c1,-1,-5,0.2,-7.5
FC(F)(F)c1ccc(Cn2cnc3c(Nc4ccccc4)nc(-c4ccc(N5CCOCC5)nc4)nc32)cc1,14,5,0.1,-0.6
CCN1CCN(CC(=O)NCc2ccccc2Cl)C(=O)C1=O,2,8,0.0,-0.2
CCOC(=O)c1c(NC(=O)c2cccc(F)c2)sc2c1CCCC2,-3,7,0.0,1.0
CC(=O)Nc1sc2c(c1C(c1cccnc1)N1CCC(C)CC1)CCCC2 (stereo not drawn),-50,-3,-0.6,-0.1
COc1ccccc1C(=O)N1c2ccccc2N2C(c3c(C)c(C)cc(C)c3C)=NON12,-1,-15,0.1,1.8

# Other records.
SMILES,TEAD-YAP block,MITF inh,FBW7 activator,GPR151 activ
CCCCNc1nc(N2CCOCC2)nc(C)c1[N+](=O)[O-],-12,12,-0.1,-1.4
CC(C)Cn1c(=S)[nH]c2ccccc21,2,-5,0.0,-0.5
COc1cccc(CCc2nnc(CCC(=O)NC(C)c3ccccc3Cl)o2)c1 (stereo not drawn),-35,0,0.1,-1.7
CCC(C(=O)N1CC(=O)Nc2ccc(F)cc2C1c1ccccc1)c1ccccc1 (stereo not drawn),-2,9,-0.1,-1.1
Cc1ccc(C(=O)Nc2ccc(N3CCC(NCc4cc(C)n(C)n4)CC3)cc2)c(C)c1,2,21,-0.1,-0.6
C#CCn1c(=NC(=O)c2cc3ccccc3oc2=O)sc2cccc(OCC)c21,-4,7,-0.1,-1.0
CC(O)c1nc2cc3ccccc3cc2[nH]1 (stereo not drawn),-16,-9,-0.2,-0.4
COc1ccc(OC)c(NC(=O)c2ccccc2[N+](=O)[O-])c1,-4,-18,0.2,-0.6
N#CC1=C(N)Oc2n[nH]c(-c3ccc(F)cc3)c2C1c1ccc2c(c1)OCO2 (stereo not drawn),8,-3,-0.1,0.7
COc1ccc(NC(=O)c2cnc3n(c2=O)CCS3)c(OC)c1,-5,-1,-0.1,0.9
CCn1c(N(C)N=O)nc2ccccc21,13,18,-0.2,0.0
COc1ccc(C2CC(=O)C3=C(C2)Nc2ccccc2NC3c2cc(Br)ccc2OC)cc1 (stereo not drawn),10,17,0.3,0.8
CC(C)c1ccc(OCC(O)CN2CCN(C)CC2)cc1 (stereo not drawn),-18,-3,0.0,-0.4
Cc1ccccc1-n1c(=S)sc2c(=O)n(-c3ccccc3)c(SCc3ccccc3C#N)nc21,0,-7,0.0,0.3
COc1ccc(C2=NN(C(=O)c3ccccc3Br)C(c3cccc([N+](=O)[O-])c3)C2)cc1 (stereo not drawn),-4,-4,-0.4,0.7
CC(=O)c1cc(CN2CCN(Cc3ccc(C)o3)C(CCO)C2)cs1 (stereo not drawn),10,8,0.0,-2.4
Cc1sc2nc(SCC(=O)N(CCO)CCO)n(-c3ccccc3)c(=O)c2c1C,6,-1,0.0,-0.2
CCC(=O)NC(Nc1ccccc1F)C(Cl)(Cl)Cl (stereo not drawn),-1,17,0.2,0.1
CC1CCN(C(=O)c2cc(Cl)nc3ccccc23)CC1,4,11,0.1,-1.6
CCC(CC)C(=O)N1CCCC(COc2cccc(CN(C)C3CCN(C)CC3)c2)C1 (stereo not drawn),-9,0,-0.1,-0.6
CC1=C(C(=O)OC(C)C)C(c2ccc(C)s2)NC(=O)N1C (stereo not drawn),-16,2,-0.1,-1.2
CCOc1ccccc1N/C=C/C(=O)c1ccc(OC)c(OC)c1,-16,1,0.1,0.4
O=C1NC(=S)N/C1=C/c1ccc(O)c([N+](=O)[O-])c1,2,16,0.0,-2.1
Fc1ccccc1-c1n[nH]c(=S)n1-c1ccccc1,-29,-8,0.1,0.3
COc1ccc(-c2ccc(/C=N/NC(N)=S)o2)cc1,-7&-20,19&-6,-0.2&-1.8,0.0&0.4
Cc1cccc(NC(=O)CCCCCn2c(=O)[nH]c3ccsc3c2=O)c1,-8,4,-0.1,-0.5
Cc1ccc(C2(c3ccc(C)cc3)SC(=S)c3ccccc32)cc1,-5,8,-0.5,1.0
C=CCc1cccc(CNn2cnnc2)c1O,3,28,0.1,-0.2
COc1cccc(/C=N/NC(=O)C(C)Oc2ccccc2Br)c1 (stereo not drawn),-5,-7,0.0,-0.4
COc1cccc(CSc2ccc(S(=O)(=O)N3CCOCC3)cc2C(=O)N2CCC3(CC2)OCCO3)c1OC,-4,-3,-0.1,1.8
CCCNC(=O)C(C(=O)c1ccc(F)cc1)n1cc(Cl)ccc1=O (stereo not drawn),-1,5,-0.1,-0.9
N#Cc1cccc(NC(=O)CSc2nncs2)c1,-14,53*,-0.1,-0.6
COC(=O)c1ccc(C)c(NC(=O)c2ccc(Br)o2)c1,7,-1,-0.2,-0.4
COCCn1c(=O)n(CC(=O)OC(C)C)c2cccnc21,10,5,1.4,-1.6
CNC(=S)N/N=C/c1c(C)nn(-c2ccc(F)cc2)c1Cl,0,14,-0.1,-1.9
C=C1N(c2ccc(Cl)cc2)C(=O)OC12CCCCC2,-5,5,0.0,0.7
CCOC(=O)CC1C(=O)NCCN1Cc1ccoc1 (stereo not drawn),2,-2,0.0,-0.7
CCSCCOC(=O)C1=C(C)NC2=C(C(=O)CC(c3ccc(Cl)cc3)C2)C1c1ccc(F)cc1 (stereo not drawn),3,-5,0.0,0.1
CCCC1CCC(c2ccc(C(=O)Nn3c(-c4cccc(C)c4)nc4ccccc4c3=O)cc2)CC1 (stereo not drawn),-17,7,0.3,-1.5
CC[C@@H](N)Cn1nc(-c2ccoc2C)oc1=O,-4,14,0.2,-0.3
CC1=C(C(=O)Nc2cc(C)ccn2)C(c2ccc3c(c2)OCO3)C2=C(CCCC2=O)N1 (stereo not drawn),-14,-2,0.0,-0.3
COc1ccccc1CNC(=O)c1ccc(N(C)S(=O)(=O)c2ccc(Cl)cc2)cc1,21,10,-0.2,2.1
CCCc1nnc(NC(=O)CC(=O)OCC)s1,-4,-8,-0.1,1.5
Cc1sc2c(c1C)CSC(C(=O)NCc1ccccn1)=C2,-10,14,0.2,-0.4
CC1CC(N(C(=O)C2CC2)c2ccccc2)c2ccccc2N1C(=O)C1CC1 (stereo not drawn),-5,-15,0.1,-1.9
Cn1c(Nc2nc(NCCOc3ccccc3)c3ncn(-c4ccsc4)c3n2)nc2ccccc21,16,5,-0.1,0.5
CC(=O)Oc1ccc(/C=N/NC(=S)Nc2ccccc2)cc1,-1,11,0.0,-1.9

# Taken from the listing, six compounds:
SMILES,TEAD-YAP block,MITF inh,FBW7 activator,GPR151 activ
CCSCCOC(=O)C1=C(C)NC2=C(C(=O)CC(c3ccc(Cl)cc3)C2)C1c1ccc(F)cc1 (stereo not drawn),3,-5,0.0,0.1
CCCC1CCC(c2ccc(C(=O)Nn3c(-c4cccc(C)c4)nc4ccccc4c3=O)cc2)CC1 (stereo not drawn),-17,7,0.3,-1.5
CC[C@@H](N)Cn1nc(-c2ccoc2C)oc1=O,-4,14,0.2,-0.3
CC1=C(C(=O)Nc2cc(C)ccn2)C(c2ccc3c(c2)OCO3)C2=C(CCCC2=O)N1 (stereo not drawn),-14,-2,0.0,-0.3
COc1ccccc1CNC(=O)c1ccc(N(C)S(=O)(=O)c2ccc(Cl)cc2)cc1,21,10,-0.2,2.1
CCCc1nnc(NC(=O)CC(=O)OCC)s1,-4,-8,-0.1,1.5
